Screening data deposited in PubChem BioAssay by several laboratories.
BH1578 lux ind = quorum light induction in luxS cqsA deficient V. cholerae | activation, % at 18.7 µM | 350,000 tested, 0.16% active | V. cholerae BH1578 lux reporter, luminescence, 6 h | AID 588436; in the data active = activation mostly above about 9.7%, no sharp cut-off; inconclusive = no clear call, values can overlap the other calls; inactive = mostly below about 3.7%; also: not every result past the cut was called active; inactives centre near 0; reference of the scale not given here
PfHsp40 rescue = compounds rescuing yeast from Plasmodium falciparum HSP40 toxicity | S. cerevisiae expressing PfHsp40, growth rescue, ATP luminescence | growth rescue, % at 12.5 µM | 340,000 tested, 0.68% active | AID 504582; in the data active = growth rescue above about 28%, passing the limit was not always enough; inconclusive = no clear call, values can overlap the other calls;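 also: yeast W303a lacking pdr1 and pdr3 grown in galactose medium; growth measured after three days at 30 °C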
Y pestis TopoI = Y. pestis Topo-I inhibition via cleavage products; Y. pestis Topo-I cleavage product accumulation, plate reader; activity, % at 10 µM; 360,000 tested, 0.064% active; in the data active = activity above about 50%, passing the limit was not always enough; inconclusive = no clear call, values can overlap the other calls; also: inactives centre near 2
SARS 3CLpro inh = SARS-CoV 3CLpro protease inhibition | AID 1706 | recombinant SARS-CoV 3CLpro, quenched FRET peptide cleavage | P0C6X7 | 290,000 tested, 0.14% active | inhibition, % at 6 µM; in the data active = inhibition above about 12%
Anthrax LF prot = inhibitors of Bacillus anthracis lethal factor protease | inhibition, % at 10 µM | 360,000 tested, 0.12% active | P15917 | AID 588501 | multiplex microsphere protease cleavage assay, LF; in the data active = inhibition above about 30%; inconclusive = no clear call, values can overlap the other calls; also: plate controls were buffer without enzyme for full effect and enzyme alone for no effect
Rv3671c protease = inhibitors of M. tuberculosis serine protease Rv3671c. inhibition, % at 5.96 µM. P9WHR9. 320,000 tested, 0.048% active; in the data active = inhibition above about 38%;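 also: extracellular domain of Rv3671c used as enzyme; 0% = enzyme with DMSO and 100% = no enzyme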
SSB-PriA inh = inhibitors of Klebsiella pneumoniae PriA binding to SSB C-terminal tail. 430,000 tested, 0.6% active. inhibition, % at 33 µM. AlphaScreen SSBct-PriA binding, biotinylated peptide. AID 1272365; in the data active = inhibition mostly above about 37%, no sharp cut-off; inactive = mostly below about 20%;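 also: plate controls were negative control peptide for no effect and reference peptide for full effect; strong numbers were not always called active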
MazEF act = increases E. coli MazEF RNase cleavage of RNA; 350,000 tested, 0.32% active; activation, % at 20 µM; P0AE70; FAM/BHQ RNA-DNA oligo cleavage fluorescence, 5 h; AID 504720; in the data active = activation above about 50%
DUSP3 inh = DUSP3 (human) phosphatase inhibition. 290,000 tested, 0.52% active. AID 1654. recombinant VHR phosphatase, pNPP absorbance. inhibition, % at 13.3 µM; in the data active = inhibition above about 50%; also: some compounds called inactive have numbers as strong as hits
TcdB inh = blocks C. difficile toxin B glycohydrolase activity | inhibition, % at 9.99 µM | TcdB glycohydrolase enzymatic assay, plate reader | 350,000 tested, 0.24% active | P18177 | AID 652162; in the data active = inhibition above about 10%
* hit, by the source's call; i = inactive; ? = inconclusive; · = no result given; & = joins results of further samples.

cpd	SMILES	BH1578 lux ind	PfHsp40 rescue	Y pestis TopoI	SARS 3CLpro inh	Anthrax LF prot	Rv3671c protease	SSB-PriA inh	MazEF act	DUSP3 inh	TcdB inh
1	COc1ccc(OC)c2sc(NC(=O)c3cccc(N4C(=O)CCC4=O)c3)nc12	-0.3	0.2	7	-2	1	-2	-3&-9	5	-29	-0.3
2	COc1cc(N2CCC(O)CC2)ccc1Nc1nnc(Cl)c(Nc2ccccc2S(C)(=O)=O)n1	-0.3	-0.4	15	·	-2	·	17	8	·	·
3	O=c1[nH]c(C2CCN(S(=O)(=O)c3ccccc3)CC2)nc2c1nnn2Cc1ccccc1	1.6	2.0	3	-1	-2	-19	-1	-6	3	-0.1
4	Cn1c(=O)[nH]c(=O)c2c1nc(N1CCNCC1)n2Cc1ccccc1	i	-0.8	24	-3	-15	7	-4	-2	20	2.8
5	CCn1ccc(C(=O)Oc2ccc(Cl)cc2)n1	-1.3	-0.3	17	-4	2	-1	-12	-3	40	·
6	CCOc1ccc(NC(=O)CN2CCN(CC(=O)Nc3ccc(OC)cc3OC)CC2)cc1	i	-2.0	2	5	-2	6	5	-5	-15	-0.8
7	Cc1occc1-c1n[nH]c(=S)n1-c1ccccc1	i	-0.7	-1	-3	-1	-4	-2	2	1	1.9
8	CN(Cc1ccccc1)C(=O)c1nc[nH]c1C(=O)N1CCc2ccccc2C1	i	-0.9	11	·	-11	13	4	5	·	1.0

The listing continues.
cpd	SMILES	BH1578 lux ind	PfHsp40 rescue	Y pestis TopoI	SARS 3CLpro inh	Anthrax LF prot	Rv3671c protease	SSB-PriA inh	MazEF act	DUSP3 inh	TcdB inh
9	CCN(C(=O)CSc1nc(N)cc(=O)[nH]1)c1c(N)n(Cc2ccccc2)c(=O)[nH]c1=O	-1.4	0.2	3	·	2	2	-16	1	·	1.0
10	CCN(CC(O)COc1ccc(OCC(O)CN(CC)C2CCCCC2)cc1)C1CCCCC1 (centres undefined)	i	-0.6	8	0	1	4	-7	12	·	·
11	CC(C(=O)Nc1ccc(C#N)cc1)N1CCN(C(=O)C2CC2)CC1 (centres undefined)	-1.3	0.6	0	·	-12	-2	-8	2	·	2.0
12	O=C(COC(=O)c1ccccc1NS(=O)(=O)c1ccc(Cl)cc1)NCc1ccccc1	-0.1	1.5	2	0	0	-32	-6	0	4	·
13	NC(Cc1ccc(C(F)(F)F)cc1)c1csc(Nc2cnccn2)n1 (centres undefined)	i	·	-15	·	-6	·	·	·	·	1.7
14	Cc1ccc2c(C)c(C(=O)N3CCCC(C(N)=O)C3)oc2c1C (centres undefined)	i	-1.4	2	3	0	·	-8	-2	25	3.2
15	COc1ccc(C(=O)N(Cc2ccco2)Cc2cccs2)c(O)c1	-10	-1.3	21	0	0	-8	5	2	-12	·
16	CCN(C[C@H]1N[C@@](CC)(C(=O)OC)[C@H]2C(=O)N(Cc3ccccc3)C(=O)[C@@H]12)C(=O)COc1ccccc1	0.0	0.8	15	·	1	-2	-1	0	·	0.4

New compounds follow:
cpd	SMILES	BH1578 lux ind	PfHsp40 rescue	Y pestis TopoI	SARS 3CLpro inh	Anthrax LF prot	Rv3671c protease	SSB-PriA inh	MazEF act	DUSP3 inh	TcdB inh
17	CNC(CC(C)C)C(=O)NC1C(=O)NC(CC(N)=O)C(=O)NC2C(=O)NC3C(=O)NC(C(=O)NC(C(=O)O)c4cc(O)cc(O)c4-c4cc3ccc4O)C(O)c3ccc(c(Cl)c3)Oc3cc2cc(c3OC2OC(CO)C(O)C(O)C2OC2C[C@](C)(N)C(O)C(C)O2)Oc2ccc(cc2Cl)C1O (some centres undefined)	-0.6	-0.5	-3	·	-8	10	-9	-5	·	0.8
18	O=C(O)c1ccc(CNS(=O)(=O)c2ccc3ccccc3c2)cc1	i	-1.0	-1	0	-3	-8	0	5	12	0.4
19	COc1ccc(-c2nc(CS(=O)CC(=O)NCc3ccc(F)cc3)c(C)o2)cc1 (centres undefined)	-4.3	-0.9	19	4	0	1	-4	2	-4	-0.1
20	CCN(CC)C(=O)COc1coc(CN2CCN(c3ccccc3F)CC2)cc1=O	0.9	-1.7	1	0	-1	-3	0	9	-2	3.0
21	Cc1cc(C)cc(Oc2nn[nH]n2)c1	-0.2	-0.7	-3	-5	1	1	-2	1	27	·
22	CCOc1ncccc1C(=O)NNC(=O)c1cccc(S(=O)(=O)Nc2ccc(OC)cc2)c1	0.4	0.8	4	1	3	-7	0	-2	-19	2.1
23	CC(=O)c1nn(-c2ccc(C(F)(F)F)cc2)c(=O)[nH]c1=O	0.8	-0.9	2	4	-8	8	-4	6	-2	1.7
24	CC(=O)NC(Cc1c[nH]c2ccccc12)C(=O)N1CCc2ccccc2C1 (centres undefined)	-7.7	-0.1	6	-3	-6	3	-26	6	28	·

Next entries
cpd	SMILES	BH1578 lux ind	PfHsp40 rescue	Y pestis TopoI	SARS 3CLpro inh	Anthrax LF prot	Rv3671c protease	SSB-PriA inh	MazEF act	DUSP3 inh	TcdB inh
25	Cc1ccc(NC(=O)CO/N=C/c2ccccc2C)c(C)c1	-0.3	-0.4	25	2	-3	-3	·	1	18	0.9
26	Fc1ccc(Nc2ccc(-c3ccc(F)cc3)nn2)cc1	-0.3	2.0	1	3	-2	4	2	11	25	0.9
27	Cc1cc(OC(C)C(=O)NCCN2CCOCC2)c2c(C)c(C)c(=O)oc2c1 (centres undefined)	-4.6	-0.6	-1	4	-1	-8	-17	4	-6	-1.3
28	C/C=C/Cn1c(SCc2ccc(Cl)cc2)nc2c1c(=O)[nH]c(=O)n2C	-1.1	1.5	?	3	-2	1	3	34	36	·
29	COc1cccc(C2/C(=C(\O)c3ccc4c(c3)OCO4)C(=O)C(=O)N2CCN(C)C)c1OC (centres undefined)	·	0.5	0	2	0	9	·	3	-22	·
30	COc1ccc(-n2nc(C(=O)NCC(=O)NC(C)C)c3ccccc3c2=O)cc1	1.2	0.8	0	-2	6	-2	0	4	-1	-0.4
31	CC(=O)CSc1nc2nccnc2[nH]1	i	·	0	·	-4	·	·	10	·	-1.7
32	CC(NC(=O)COC(=O)c1ccccc1O)C1CC2CCC1C2 (centres undefined)	i	0.7	0	·	-4	2	5	-9	·	-0.2

Additional entries follow.
cpd	SMILES	BH1578 lux ind	PfHsp40 rescue	Y pestis TopoI	SARS 3CLpro inh	Anthrax LF prot	Rv3671c protease	SSB-PriA inh	MazEF act	DUSP3 inh	TcdB inh
33	NS(=O)(=O)c1ccc(CCNC(=S)Nc2ccc(F)cc2)cc1	-0.3	-0.7	-2	-2	-2	3	-3	10	3	1.7
34	CC1CC1C(=O)OCC(=O)N(C)CC(=O)Nc1ccc(F)cc1 (centres undefined)	i	-0.2	7	·	-3	-10	-8	5	·	2.6
35	COC(=O)c1cc(C(=O)OC)cc(-n2c(C)cc(C=O)c2C)c1	-1.5	0.4	-1	5	-3	5	6	9	13	-1.1
36	Cc1c(NC(=O)c2ccc(N(C)S(=O)(=O)c3ccccc3)cc2)c(=O)n(-c2ccccc2)n1C	-0.2	0.7	15	5	5	0	-13	4	32	1.5
37	O=C(NC1CC1)c1cccc(Oc2ccccc2)c1	i	77*	5	-1	19	-5	2	-8	8	0.7
38	O=C(CN1C(=O)NC2(CCCCC2)C1=O)Nc1cccc2ncccc12	-2.0	0.1	3	·	1	-4	-15	6	·	1.5
39	Cc1c(CNCCc2ccccc2)c(C(=O)O)c(C)n1-c1ccccc1	-1.0	-0.5	0	7	-1	-2	2	-3	32	-0.6
40	CC(=O)Nc1nc2ccccc2n1Cc1ccccc1	i	10	3	-9	-8	-5	2	4	46	0.0

Other entries follow.
cpd	SMILES	BH1578 lux ind	PfHsp40 rescue	Y pestis TopoI	SARS 3CLpro inh	Anthrax LF prot	Rv3671c protease	SSB-PriA inh	MazEF act	DUSP3 inh	TcdB inh
41	Cc1ccc(NC(=O)CC2SC3=NCCCN3C2=O)c(C)c1 (centres undefined)	-0.7	-0.2	-11	0	1	2	-27	8	4	·
42	CC1(C)Cc2nc3sc(C(=O)NCCO)c(N)c3cc2CO1	-0.3	1.3	-6	-1	-2	11	-6	2	4	·
43	CCOC(=O)C1CCN(c2cc3c(cc2NC(=O)c2ccccc2Cl)n(C)c(=O)n3C)CC1	-11	-0.8	8	-3	-2	-2	10	10	10	0.0
44	CSc1ccccc1OCc1cc(C(=O)NC2CCOC(C)(C)C2)no1 (centres undefined)	i	-0.1	12	1	-5	0	-8	5	23	0.8
45	C1=CC2CC1CC2CN1CCN(c2ccccc2)CC1 (centres undefined)	-0.4	0.1	4	1	2	2	-15	-5	22	1.3
46	CC1Oc2ccc(C#N)cc2N(Cc2ccccc2OC(F)(F)F)C1=O (centres undefined)	-0.3	·	23	·	0	·	·	·	·	1.9
47	C#CCOCCOCCOCCNc1nc(N2CCN(C(=O)[C@H](CCCCN)n3cc(CN)nn3)CC2)nc(N2CCN(C(=O)[C@H](CCC(=O)O)n3cc([C@@H](N)[C@H](C)CC)nn3)CC2)n1	i	-1.6	4	·	-2	-1	-6	11	·	1.0
48	CCOc1ccc(-c2nc(CSCC(=O)NCC3CCCO3)c(C)o2)cc1 (centres undefined)	0.9	1.9	21	-5	1	1	17	10	13	-2.4

Ordered by length of the SMILES (rising): some entries from above.
cpd	SMILES	BH1578 lux ind	PfHsp40 rescue	Y pestis TopoI	SARS 3CLpro inh	Anthrax LF prot	Rv3671c protease	SSB-PriA inh	MazEF act	DUSP3 inh	TcdB inh
41	Cc1ccc(NC(=O)CC2SC3=NCCCN3C2=O)c(C)c1 (centres undefined)	-0.7	-0.2	-11	0	1	2	-27	8	4	·
48	CCOc1ccc(-c2nc(CSCC(=O)NCC3CCCO3)c(C)o2)cc1 (centres undefined)	0.9	1.9	21	-5	1	1	17	10	13	-2.4
47	C#CCOCCOCCOCCNc1nc(N2CCN(C(=O)[C@H](CCCCN)n3cc(CN)nn3)CC2)nc(N2CCN(C(=O)[C@H](CCC(=O)O)n3cc([C@@H](N)[C@H](C)CC)nn3)CC2)n1	i	-1.6	4	·	-2	-1	-6	11	·	1.0

(listing goes on)
cpd	SMILES	BH1578 lux ind	PfHsp40 rescue	Y pestis TopoI	SARS 3CLpro inh	Anthrax LF prot	Rv3671c protease	SSB-PriA inh	MazEF act	DUSP3 inh	TcdB inh
49	COc1ccc(-c2csc(C(C)(NC(C)=O)c3ccccc3)n2)cc1 (centres undefined)	1.0	·	-1	·	3	·	·	·	·	0.4
50	COc1ccc(NC(=O)C2CCCO2)cc1OC (centres undefined)	-4.2	1.2	1	1	-2	-3	0	0	-2	-0.7
51	COc1ccc(NS(=O)(=O)c2ccc(-c3coc(C)n3)cc2)cc1OC	i	-0.5	-2	3	·	-4	1	1	2	0.6
52	O=C(COc1ccccc1[N+](=O)[O-])NCCC1=CCCCC1	1.9	-0.7	6	3	-1	-1	3	-15	20	3.9
53	CCOc1ccc(C(=O)NCC(=O)OCC(=O)N2CCCCC2)cc1	-5.9	-1.2	5	6	-1	8	-17	1	23	·
54	CN(C)C1CCc2[nH]c3c(F)cc(F)cc3c2C1 (centres undefined)	i	·	-8	·	0	·	·	8	·	0.9
55	CC1(C(=O)Nc2cccc(C#N)c2)CCN1C(=O)Cc1ccc(-c2ccccc2)cc1 (centres undefined)	-0.3	·	21	·	-8	·	·	·	·	0.7
56	CNC(=S)Nc1cccc(S(=O)(=O)NC2=NCCC2)c1	i	0.3	3	3	0	6	1	2	-3	0.6
57	O=C(c1cccc(C(=O)N2CCN(c3ccccc3)CC2)c1)N1CCN(c2ccccc2)CC1	i	-1.0	20	-2	0	1	8	1	17	·

The list is partial (hit frequency here may not be typical).
